Screening data as filed in PubChem.
POLH inh = inhibitors of human DNA polymerase eta | Q9Y253 | recombinant Pol eta, fluorescent DNA replication assay | Potency, µM (series often up to 114 µM), for the others: at the top dose activity change, negative = inhibition, actives largely listed as inhibitors | hit rate 1.2% among 390,000 | AID 588591; further: potency means the concentration at half of the fitted maximal effect; on the % scale 0 is the no-effect control and ±100 the full control effect
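Pol eta at 10 nM preincubated with compounds 15 min at room temperature; reaction started with fluorescent substrate (50 nM final) and read kinetically at 0 and 10 min.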
POLK inh = blocks human DNA polymerase kappa activity. AID 588579. hit rate 0.53% among 400,000. Potency, µM (titrated, usually from 107 µM), inactives show at the top dose activity, negative = inhibition, hits mostly inhibitors. purified Pol kappa, fluorescent DNA synthesis assay, 10 min. Q9UBT6; further: potency means the concentration at half of the fitted maximal effect; on the % scale 0 is the no-effect control and ±100 the full control effect
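Kinetic fluorescence readout at 0 and 10 min followed reaction start with substrate at 50 nM final. Beforehand, enzyme (10 nM Pol kappa) stood 15 min with compound at room temperature; buffer-only wells were negative controls.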
APEX1 inh = blocks human APE1 abasic DNA cleavage | Potency, µM (series often up to 65.8 µM), for inactives: at the top dose activity change, negative = inhibition, usual class: inhibitors | AID 2517 | recombinant APE1, TAMRA/BHQ-2 abasic DNA cleavage fluorescence | hit rate 0.35% among 350,000;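 further: potency means the concentration at half of the fitted maximal effect; plate controls were vehicle for no effect and reference inhibitor for full effect; nearly all actives have a fitted effect of over 55% in size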
Target sequence (P27695 whole entry, looked up): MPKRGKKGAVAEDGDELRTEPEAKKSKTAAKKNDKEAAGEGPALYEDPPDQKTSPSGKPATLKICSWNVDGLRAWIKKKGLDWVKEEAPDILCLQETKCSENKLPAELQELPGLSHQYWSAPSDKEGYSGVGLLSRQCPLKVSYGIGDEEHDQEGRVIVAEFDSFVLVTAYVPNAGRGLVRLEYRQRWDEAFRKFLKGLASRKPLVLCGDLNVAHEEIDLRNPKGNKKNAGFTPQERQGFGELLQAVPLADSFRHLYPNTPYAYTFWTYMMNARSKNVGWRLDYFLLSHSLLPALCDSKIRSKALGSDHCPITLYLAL
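0.75 nM APE1 + cpd, 15 min RT; start w/ 50 nM TAMRA/BHQ-2 THF-abasic dsDNA; kinetic fluor 525/598 nm ×3 reads @60 s; Δ(read3−read1); normalized to DMSO and NSC13755 control wells.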
LDHA block = blocks human lactate dehydrogenase A. purified LDHA, NADH/diaphorase-resazurin fluorescence; active compounds read low. activity change, % (values are at about 110 or 230 µM). hit rate 0.15% among 480,000; in the data active means activity change below about -30%; inconclusive means mostly about -25% to -30%;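 further: plate controls were DMSO wells for no effect and wells without enzyme for full effect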
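LDH5 2 nM; NADH 0.06 mM, pyruvate 0.2 mM; 200 mM Tris pH 7.4, EDTA, Tween-20; 5 min RT. Detection: diaphorase 0.133 mg/mL + resazurin 37 µM, fluorescence ex540/em590 at 0 and 20 min; normalized to enzyme-free and DMSO wells.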
ALOX12 inh = inhibitors of human 12S-lipoxygenase ALOX12 | P18054 | purified 12hLO, xylenol orange hydroperoxide absorbance | Potency, µM (highest dose often 108 µM), for inactives: at the highest dose activity change, negative = inhibition, most hits filed as inhibitors | hit rate 1.1% among 580,000 | AID 1671190; further: potency means the concentration at half of the fitted maximal effect; on the % scale 0 is the no-effect control and ±100 the full control effect
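Purified human 12hLO (150 nM final) in 25 mM Hepes, 0.01% Triton X-100, pH 7.0 was preincubated 15 min at room temperature with compound. Then 40 uM arachidonic acid was added, 30 min. Hydroperoxide was read by Fe-XO absorbance ratio 573/405 nm.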
RGS4 inhibitor = blocks human RGS4-accelerated GTP hydrolysis; Transcreener GDP fluorescence polarization, RGS4-accelerated GTP hydrolysis; P49798; hit rate 0.039% among 390,000; Potency, µM (series often up to 114 µM), without a hit: top-dose activity change, negative = inhibition, hits mostly inhibitors; AID 504845; further: potency means the concentration at half of the fitted maximal effect; on the % scale 0 is the no-effect control and ±100 the full control effect; nearly all actives have a fitted effect of over 75% in size; some results filed as inactive show a strong effect at the top dose
Target sequence (P49798 whole entry, looked up): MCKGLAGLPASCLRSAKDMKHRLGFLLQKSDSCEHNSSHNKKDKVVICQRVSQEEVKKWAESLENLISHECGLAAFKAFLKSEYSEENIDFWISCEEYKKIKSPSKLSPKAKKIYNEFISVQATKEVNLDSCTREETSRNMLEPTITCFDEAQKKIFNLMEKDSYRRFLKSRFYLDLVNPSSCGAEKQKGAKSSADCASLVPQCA
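MLSMR compounds (23 nl, pin-transferred) preincubated 10 min at room temperature with a 500nM (2x) first reagent, then RGS4 at 900nM (2x) plus Transcreener GDP mix added; fluorescence polarization (620/688 nm) read before and after 90 min at 30 °C.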
Pol beta inh = inhibitors of human DNA polymerase beta; P06746; Pol beta primer extension/strand displacement, fluorescence kinetic; Potency, µM (series often up to 114 µM), for inactives: top-dose activity change, negative = inhibition, hits mostly inhibitors; hit rate 1.3% among 340,000; further: potency means the concentration at half of the fitted maximal effect; on the % scale 0 is the no-effect control and ±100 the full control effect
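Kinetic readout of DNA synthesis with strand displacement by Pol beta. Compound and 10 nM enzyme sit 15 min at room temperature; 50 nM substrate starts the reaction, read immediately and at 10 min.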
Apoferritin bind = binds horse apoferritin like a general anesthetic; P02791; apoferritin/1-aminoanthracene competitive binding, fluorescence; Potency, µM (top dose mostly 77.5 µM), without a hit: at the highest dose activity change, negative = displacement, actives largely listed as inhibitors; hit rate 0.074% among 350,000; AID 485281; further: potency means the concentration at half of the fitted maximal effect; on the % scale 0 is the no-effect control and ±100 the full control effect; nearly all actives have a fitted effect of over 20% in size
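In PBS, apoferritin at 10 uM is loaded with 1-AMA from a 50% saturated solution. After 10 min of compound exposure at ambient temperature, reduced 535 nm fluorescence indicates probe displacement.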
ERG Ets-DNA blk = inhibitors of human ERG Ets domain-DNA interaction; hit rate 0.028% among 370,000; AID 624246; Potency, µM (doses to about 76.9 µM), without a hit: top-dose FP activity, negative = inhibition, actives largely listed as inhibitors; fluorescence polarization, His-ERG Ets domain / labelled DNA; active means well fitted inhibition curve with a large enough effect in the polarisation, with a control signal flat; inconclusive means small, poorly fitted or top-dose-only effect, or effect the other way, or a change in a side signal; inactive means no such curve, though single readings can be large or run the other way; the % refers to the polarisation;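 further: polarization taken with two DNA probes labelled with fluorescein and Texas red; potency means the concentration at half of the fitted maximal effect; % of control where 0% means no effect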
Target sequence (P11308 whole entry, looked up, the tested form may be a part): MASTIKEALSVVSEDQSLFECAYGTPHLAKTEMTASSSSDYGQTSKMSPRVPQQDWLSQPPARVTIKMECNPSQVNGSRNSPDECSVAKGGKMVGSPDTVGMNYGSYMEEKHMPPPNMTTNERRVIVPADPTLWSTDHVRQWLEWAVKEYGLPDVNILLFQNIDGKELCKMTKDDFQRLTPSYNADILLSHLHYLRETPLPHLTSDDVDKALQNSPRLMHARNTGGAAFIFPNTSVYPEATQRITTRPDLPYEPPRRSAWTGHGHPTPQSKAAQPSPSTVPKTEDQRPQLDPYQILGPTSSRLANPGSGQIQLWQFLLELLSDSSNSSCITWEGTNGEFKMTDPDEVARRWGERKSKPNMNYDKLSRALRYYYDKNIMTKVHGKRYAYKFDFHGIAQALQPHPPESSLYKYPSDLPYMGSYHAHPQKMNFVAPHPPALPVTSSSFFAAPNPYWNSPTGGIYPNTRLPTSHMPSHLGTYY
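His-tagged ERG Ets domain (1 uM in the protein solution; 300mM KCl, 50mM Tris-HCl, 1mM EDTA, 1mM DTT, pH 7.5) received compound, then a probe mix of 5 nM fluorescein-DNA and 100nM Texas-615-DNA. Fluorescence polarization was read for both dyes.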
The depositor's hits bear a star; ? = inconclusive; . = no result given; & = joins results of further samples; [ ] = remark or other dose. Unless noted, the call rests on the fitted dose curve; in most records, active means well fitted curve in the direction sought with a large enough effect; inconclusive means small, poorly fitted or top-dose-only effect, or another doubt; inactive means no such curve, though single readings can be large; an effect the other way counts as inactive or inconclusive.

Order of results – POLH inh, POLK inh, APEX1 inh, LDHA block, ALOX12 inh, RGS4 inhibitor, Pol beta inh, Apoferritin bind, ERG Ets-DNA blk
1. CCOC(=O)c1c(C)[nH]c(C(=O)COc2ccc3c(c2)OCO3)c1C
  -9%, -14%, -2%, 7, ?, 30%, 11%, ?, 11%
2. COc1ccc(CCN(C)C(=O)CSc2nnc(C3CC3)n2N)cc1OC
  -7%, -10%, 16%, -5, 7%, -46%, ., ., 5%
3. O=C(c1ccc(F)cc1)N1c2nc(-c3ccco3)nn2C2(CCCCC2)[C@@H]2CCCC[C@@H]21
  1%, -5%, ., -4, -6%, -28%, 1%, -1%, 0%
4. CCOC(=O)N1CCN(C(=O)CCc2ccc(S(=O)(=O)NCC(C)C)cc2)CC1
  -4%, 0%, ., 2, 228%[activator], 8%, ., ., -6%
5. O=C(CN1CCN(C(=O)N2CCOCC2)CC1)Nc1ccc(Br)cc1
  -10%, -12%, 16%, -2, 21%, -49%, 13%, -23%, -7%
6. O=C(COc1ccc(Cl)cc1Br)N1CCN(S(=O)(=O)c2ccccc2)CC1
  -9%, -12%, 5%, -2, -9%, ?, -16%, -6%, -1%
7. COc1ccc(/C=C2/C(=O)N(c3nc4ccccc4s3)N=C2CSc2ccc(Cl)cc2)cc1
  ?, -17%, 15%, -17, 5µM*, -40%, ?, -7%, 1%
8. COc1ccc(CN(Cc2nc3ccccc3c(=O)[nH]2)C(=O)NC2CCCCC2)cc1
  -5%, -1%, 1%, 2, 2%, -16%, -24%, -22%, 1%
9. COc1ccc(OC)c(CC(NC(C)=O)C(=O)NC2CCN(C(=O)c3cccc(C)c3)CC2)c1 (centres undefined)
  -22%, -2%, 5%, -2, -29%, 11%, 71%, -1%, -13%
10. COc1cc(CNc2cccc(F)c2)cc(Br)c1O
  -11%, -3%, 0%, 10, ?, -6%, -12%, -17%, 1%
11. CNc1nc(C)cc(C)c1S(=O)(=O)c1ccc(Cl)cc1
  -17%, 8%, -4%, 7, -4%, -31%, -23%, 0%, 5%
12. COc1ccc(Cl)cc1NC(=O)COC(=O)C1CC1
  1%, -20%, 12%, -9, 5%, 17%, ., ., 12%
13. CC1=C(C(=O)Nc2ccc(C)cc2C)C(c2ccc([N+](=O)[O-])cc2)n2ncc(C(=O)Nc3ccc(F)cc3)c2N1 (centres undefined)
  -15%, -2%, ., -20, -20%, -14%, 9%, -11%, -10%
14. CC(C)[C@H](NC(=O)c1ccco1)C(=O)OCC(=O)Nc1ccccc1OC(F)F
  -22%, -4%, -9%, -7, 3%, 7%, 38%, -5%, 2%
15. CCn1cnc2c1c(=O)n(CC(=O)NCc1ccccc1)c(=O)n2Cc1ccccc1
  -11%, -3%, -1%, -1&-1, ?, -14%, 1%, -9%, -8%
16. CC(/C=N/NC(=O)c1cc(-c2cccn2C)n[nH]1)=C\c1ccccc1
  -10%, -16%, -5%, -6, 330%[activator], -24%, ?, -21%, 3%
17. CCOc1ccc(NC(=O)C(CC(C)C)N2Cc3ccccc3C2=O)cc1 (centres undefined)
  1%, -10%, ., -2, ?, 12%, -24%, ?, 0%
18. CCOc1ccc(-c2ccc(NS(=O)(=O)c3cc(C)c(C)cc3C)cc2)nn1
  -14%, -11%[60.1 µM], ., 11, ?, -12%, ?, -21%, -4%
19. Cc1ccc(CN(C(=O)CNC(=O)c2cccs2)C(C(=O)NCC2CCCO2)c2ccccc2)cc1 (centres undefined)
  13%, -11%, 5%, -4, 3%, -4%, -23%, -19%, .
20. Cc1cc(C(=O)NCc2ccc(Cl)cc2)c2c(C)nn(-c3ccccc3)c2n1
  -14%, -9%[60.1 µM], ., -5, -14%, 4%, -7%, -1%, 2%
21. FC(F)Sc1ccc(NC(=S)NCC2CCCCC2)cc1
  -17%, -17%, -2%, 0, 16µM*, -19%, 1%, -15%, -5%
22. CCOC(=O)NNC(=O)c1[nH]c2ccc(Br)cc2c1-c1ccccc1
  -16%, -13%, 30%, -11, -4%, -2%, -13%, -15%, -2%
23. COc1ccccc1CNc1ncncc1-c1ccccc1CN(C)C
  ., 4%[60.1 µM], 15%, ., -7%, ., ., -4%, .
24. COc1ccc(NC(=O)c2ccco2)cc1NC(=O)c1ccc(C)cc1
  -15%, -4%, 4%, -4, -9%, -19%[11.4 µM], 25%, -23%, -12%
25. CC(=O)N1c2ccc(S(=O)(=O)N3CCC(C(=O)NC4CCC(C)CC4)CC3)cc2CC1C (centres undefined)
  -18%, -7%, 6%, -1, -26%, 15%, 51%[activator], -5%, 1%
26. COCCNC(=O)c1ccc2c(c1)ncn2-c1ccc(C)c(Cl)c1
  -16%, -7%, 7%, -8, -23%, -7%[56.9 µM], 32%, 5%, -6%
27. CCN(CC)c1ccc(-c2n[nH]c(=S)n2-c2ccccc2)cc1
  -6%, -3%, -11%, -8, ?, -16%, -15%, -16%, -4%
28. COCCNC(=O)c1cc2c3ccccc3n(C)c2s1
  -4%, -11%, -2%, 12, ?, -11%, 0%, ?, -5%
29. CCn1c(=O)cc(SCC(=O)N2CCN(c3ccccc3OC)CC2)c2ccccc21
  0%, 1%, ?, 2, 0%, -4%, 28%, ?, -8%
30. COc1cccc(CN(C)C(=O)c2cc(S(=O)(=O)N3CCCC3)ccc2C)c1OC
  1%, -17%, 19%, 0, 380%[activator], -12%, ., ., -13%
31. COc1ccc(NC(=O)CSc2nnnn2C2CCCCC2)cc1
  -8%, -8%, -1%[12.4 µM], -18, 6%, 3%, 56%, -3%, -4%
32. CCN1C[C@@H]2[C@@H]3C(=O)N(C)C(=O)[C@@H]3[C@](C)(C1=O)N2C(=O)c1ccc(Cl)cc1
  7%, 5%, ., 1, -17%, 12%, ., ., 3%
33. Cc1[nH]ncc1-c1nc2ccccc2[nH]1
  -3%, -12%, 13%, -17, -6%, 20%, 0%, -10%, -1%
34. Cc1cc(C)c(S(=O)(=O)N2CCN(C(=O)c3cc4ccccc4oc3=O)CC2)c(C)c1
  -20%, -4%, -2%, -8&-1, 208%&20%[activator], 0%, ., ., -5%
35. COC(=O)CSC(C)C(=O)Nc1nnc(C(C)C)s1 (centres undefined)
  0%, -2%, -2%, -5, -7%, -5%, 3%, -6%, -4%
36. Cc1ccc(C(=O)NC2CCCCCC2)cc1N1CCCC1=O
  10%, 5%, 1%, -9, 38%[activator], 16%, 24%, -10%, -3%
37. CCOC(=O)c1cc(NC(=O)c2cccs2)ccc1N1CCOCC1
  -2%, -13%, -1%, -3, 22%, 8%, 27%, -11%, -16%
38. CCn1c(=O)c2cc(C(=O)N3CCN(c4cccc(OC)c4)CC3)sc2c2ccccc21
  -18%, -8%, ., -15, -11%, 30%, 1%, -5%, -3%
39. Cc1ccc(C(=O)c2cncc(Br)c2)cc1
  -4%, -17%, 11%, -4, 37%[activator], -21%, 9%, -14%, -2%
40. CCOC(=O)C1=C(CNCc2ccccc2Cl)NC(=O)NC1c1ccc2c(c1)OCO2 (centres undefined)
  -18%, 3%, -7%, -1, 1%, -7%, 1%, -8%, -6%
41. CCOc1ccc(NC(=O)CSC(N)=O)cc1
  7%, 4%, 14%, -2, 0%, -51%, 9%, -6%, -17%
42. CCc1ccccc1NC(=O)C/C(C)=N/NC(=O)COc1ccccc1C
  -12%, 3%, 43%, -5, -21%, -14%, 14%, ?, -2%
43. COCCn1c(SCC(=O)NCc2ccc(OC)c(OC)c2)nc2ccccc21
  -20%, -1%, 64%[activator], 1, ?, -15%, 14%, -5%, 10%
44. CCOCCCNC(=O)C1CCC(CNS(=O)(=O)c2ccc(OC)cc2)CC1 (centres undefined)
  -10%, -1%, ?, -2, 3%, 4%, 30%, 0%, 1%
45. Cc1nn(CC(O)Cn2c3c(c4ccccc42)CCN(C)C3=O)c(C)c1Br (centres undefined)
  -15%, -5%, -6%, 0, 0%, 12%, 0%, -5%, 0%
46. Cc1ccc(/C=C2\SC(=S)N(CCCC(=O)Nc3cccc(C(=O)O)c3)C2=O)cc1
  ?, -13%, 51%, -2, 36%, -34%, 17%, ?, 23%
47. COc1cccc(-n2ccn(CC(=O)NCCc3ccccc3)c(=O)c2=O)c1
  5%, -10%, -12%, -5, 6%, -3%, 24%, -1%, 1%
48. Cn1cc(CNCc2cn[nH]c2-c2ccc(F)cc2)c(-c2ccc3c(c2)OCCO3)n1
  -8%, 5%[60.1 µM], 1%, 1, -1%, 9%, 42%[activator], -6%, 9%
49. CCOC(=O)C1(CCOC)CCN(Cc2cc3ccccc3s2)CC1
  -5%, -6%, 38%[activator], -1, -13%, ?, 13%, -7%, -10%
50. COc1ccc(N2CCN(C(=O)CN3C(=O)NC4(CCCCC4C)C3=O)CC2)cc1 (centres undefined)
  -6%, -18%, 18%, 1, -23%, 3%, ., ., -1%

A portion of the library; rates above refer to the full screens.
